High-throughput results from PubChem BioAssay.
Ins promoter up: MIN6 insulin promoter up-regulation | z-score at 5 µM | hit rate 0.3% among 190,000 | MIN6 insulin promoter-GFP reporter, high-content imaging; hits give high values;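 active = z-score above 3 at 5 µM with at least 500 cells counted in the well; inconclusive = wells under 500 cells, flagged as cytotoxic or low count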
MT stabilize HCS: microtubule stabilization, imaging screen; HeLa tubulin immunostaining HCS, 24 h; share of cells brighter than vehicle mean+2SD; % tubulin-high responders, % at 10 µM; hit rate 0.83% among 200,000; AID 2205;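 active = plate Z-score above 3 for both tubulin-high and condensed-nucleus cell shares, with cell loss under 80%, at 10 µM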;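 also: anti alpha tubulin signal scored within the nucleus-defined area of each cell; some results filed as inactive read as strong as hits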
CSM14.1 death rescue: rescue of cells from ER stress-induced death, primary screen, 384-well, CSM14.1, thapsigargin, ATP luminescence (AID 1222). one-dose cellular ATP content (survival), % at 20 µM; EC50 in µM for titrated hits. 190,000 tested, under 10 active. CSM14.1 thapsigargin-induced death rescue, ATP luminescence; higher % means a stronger effect;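 active = EC50 below 50 µM in the dose-response confirmation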;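 also: death triggered by thapsigargin at about 15 µM added after 2 h compound pretreatment; cell ATP read after overnight thapsigargin exposure of roughly 18 to 22 hours; normalized against plate controls of thapsigargin alone and 5% DMSO vehicle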
PhoP inhibition: PhoP-dependent GFP reporter repression – Salmonella Typhimurium, primary screen (AID 1863); S. Typhimurium PhoP-regulated promoter GFP reporter, 4 h; higher % means a stronger effect; one-dose inhibition, % at 50 µM; IC50 in µM for titrated hits; hit rate 0.16% among 300,000;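 active = inhibition over 29.93%, a cutoff 3 SD above the screen mean, later confirmed by dose response; inconclusive = inhibition over 29.93% but no dose response follow-up; inactive = inhibition at most 29.93% or unconfirmed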;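 also: 0% = low Mg2+ inducing control and 100% = high Mg2+ repressing control; strong numbers were not always called active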
bCat nuc transl: modulators of beta-catenin nuclear translocation; HeLa beta-catenin nuclear translocation, immunofluorescence imaging; nuclear translocation activity, % at 5 µM; hit rate 0.3% among 190,000; AID 1665;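 active = nuclear translocation activity above 50% at 5 µM, with a well cell count of 50 or more; inconclusive = wells under 50 cells across six images, flagged as toxic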;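 also: per-cell ratio of nuclear to cytoplasmic median beta-catenin stain intensity; plate controls were DMSO negative control for no effect and GSK-3 inhibitor IX positive control for full effect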
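Test system: human HeLa cells, native beta-catenin. Compound dosing: 5 µM primary single dose, 0.1% DMSO, 0.02–20 µM confirmation series. Incubation: compound exposure 24 h at 37°C. Detection: beta-catenin immunostaining with DAPI counterstain, 20x imaging, 6 fields/well. Read-out basis: Nuclear/cytoplasmic beta-catenin signal ratio, % activation.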
Hep lipid drop: modulators of hepatic lipid droplet formation | AML12 mouse hepatocytes, oleate lipid droplets, BODIPY imaging | hit rate 0.4% among 240,000 | inhibition, % at 6.5 µM;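 active = lipid droplet intensity inhibited by at least 50%, with more than 500 cells counted; inconclusive = wells with under 300 cells, treated as cytotoxic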
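Material – mouse AML12 hepatocyte cell line, fixed after treatment · Compound dosing – one dose, 6.5 µM compound · Times – compound with oleate, overnight · Measured by – Image-based BODIPY and DAPI two-channel analysis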
Dynein transport: dynein cargo transport inhibition; hit rate 0.47% among 220,000; z-score, hits read low; AID 1381; 3617.4 mouse cells, GR-EGFP nuclear translocation imaging; test concentration mostly 20 µM; stimulated with dexamethasone, 1 µM; hits give low values;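 active = plate z-score of nuclear minus cytoplasmic receptor signal below a set negative limit, without overly bright fluorescence or cell loss, cut at about -3.5 in these data, passing the limit was not always enough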;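 also: z-score of nuclear minus cytoplasmic ring GR-EGFP intensity difference per well; some compounds called inactive have numbers as strong as hits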
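Buffer or medium: tet-free, stripped-serum medium; reagent: dexamethasone at 1.0 µM final, 30 min; incubation: 48 h induction, 1 h compound, 30 min dex at 37 °C; measured by: formaldehyde fixation, Hoechst nuclear stain, 10x automated fluorescence imaging; read-out: nuclear-to-cytoplasmic GR-EGFP distribution per well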
T cell modulator: T cell immune modulators affecting CD8 T cell-vesicle binding. 2C CD8+ T cell-vesicle binding, flow cytometry; hits give low values. calls only at 7 µM. hit rate 0.068% among 330,000;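 active = response, share of CD8 T cells binding vesicles, and their 90th percentile fluorescence all below set limits, cut at about 80% in these data, passing the limit was not always enough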
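Also added: QL9-peptide-loaded Drosophila micro-vesicles bearing Ld, ICAM-1 and B7-1; Test system: purified 2C TCR transgenic mouse naive CD8+ T cells; Measured by: cytometric PE anti-B7-1 and Alexa647 anti-CD8 signals after 1% paraformaldehyde fixation; Timing: binding step 1.5 h, 37 °C, antibody labelling 20 min, ice.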
Autophagy mod: autophagy modulation, high-content screen | MEF GFP-LC3 puncta imaging; test concentration mostly 10 µM | calls only at 10 µM (by protocol) | hit rate 0.98% among 190,000 | AID 463193;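 active = percentage of spot-positive cells more than 3 SD above its plate mean, without a fluorescence outlier flag or 80% toxicity; inconclusive = no clear call, values can overlap the other calls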;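 also: spot-positive cell cutoff set from DMSO-treated cells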
Dynein transport cytoplasmic EGFP: second read-out of Dynein transport, no call of its own (marks repeat the call); z-score; measured here: cytoplasmic GR-EGFP intensity; hits give high values
Dynein transport nuclear GR-EGFP: further read-out of Dynein transport, marked with its call; z-score; measured here: nuclear GR-EGFP intensity;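 lower value marks the stronger effect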
Dynein transport cell count: second read-out of Dynein transport, no call of its own (marks repeat the call); z-score; measured here: cell count per field
Ins promoter up cell count: second read-out of Ins promoter up, no call of its own (marks repeat the call); cell count; measured here: cytotoxicity, nuclei count;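 total cells summed across four imaged fields per well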
Hep lipid drop cells 6.5 µM: recorded beside Hep lipid drop, whose call it bears; cell count; measured here: cell count, cytotoxicity flag;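 cells counted across two imaged fields per well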
bCat nuc transl cell count 5 µM: also measured in bCat nuc transl; calls as there; cell count; measured here: cell count, cytotoxicity flag
T cell modulator vesicle-bound %: also measured in T cell modulator; calls as there; double positive events, %; measured here: CD8+ vesicle-bound cell fraction;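 binding gate set so that unloaded-vesicle control wells show 10% double positive cells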
MT stabilize HCS Hoechst-high %: recorded beside MT stabilize HCS, whose call it bears; % Hoechst-high responders; measured here: nuclear condensation Hoechst responders;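 share of cells brighter than vehicle mean plus two SD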
MT stabilize HCS cytotoxicity %: also measured in MT stabilize HCS; calls as there; toxicity, %; measured here: cytotoxicity by cell density;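 0% = mean cell density of plate MIN control wells and 100% = no cells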
Autophagy mod cell loss 18 h: also measured in Autophagy mod; calls as there; toxicity, %; measured here: cell loss, nuclei count;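 cell loss after 18 h compound exposure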
An asterisk follows results filed as active; i = inactive; ? = inconclusive; / = not tested or not shown.

SMILES	Ins promoter up	Ins promoter up cell count	MT stabilize HCS	MT stabilize HCS Hoechst-high %	MT stabilize HCS cytotoxicity %	CSM14.1 death rescue	PhoP inhibition	bCat nuc transl	bCat nuc transl cell count 5 µM	Hep lipid drop	Hep lipid drop cells 6.5 µM	Dynein transport	Dynein transport cytoplasmic EGFP	Dynein transport nuclear GR-EGFP	Dynein transport cell count	T cell modulator	T cell modulator vesicle-bound %	Autophagy mod	Autophagy mod cell loss 18 h
O=C(NCc1cccc(CNC(=O)C(=O)NCc2ccco2)c1)C(=O)NCc1ccco1	-0.33	1462	4.9	2.2	12	0.1%	-6%	-2.1	1140	19	666	0.55	-0.0013	0.61	0.31	i	26	i	12
Cc1nn(CCCC(=O)Nc2nccs2)c(C)c1[N+](=O)[O-]	-0.16	1099	5.2	3.4	2.4	-0.5%	0%	/	/	-3	727	-0.46	-0.24	-0.13	0.36	i	46	i	-4
C/C(=N\N=C1\NC(=O)CC(C(=O)O)S1)c1ccc(F)cc1 (stereo unspecified)	-0.42	1139	2.1	3.9	7.2	-0.4%	-6%	/	/	-30	615	-0.92	-0.079	-0.87	1.2	i	30	i	-4
CN(CCC#N)c1ccc(/C=C(\C#N)c2ccccn2)cc1	-0.16	1399	1.6	5.4	3.7	-0.5%	-31%	/	/	16	708	-1.3	-0.24	-0.85	0.38	i	12	i	7
CCn1cc([N+](=O)[O-])c(C(=O)Nc2c(C)nn(Cc3c(F)c(F)c(F)c(F)c3F)c2C)n1	0.32	818	2.3	1.1	4.2	-1.0%	-8%	/	/	-15	752	2.3	-0.2	1.6	-0.67	i	11	i	44
CCOC(=O)c1[nH]cnc1C(=O)NCc1ccccc1	0.13	1454	/	/	/	/	-3%	-3.6	1167	4	648	-0.22	-0.25	-0.12	-0.19	i	30	/	/
Cc1ccc(S(=O)(=O)c2ccc(Cl)cc2)cc1S(=O)(=O)NC(C)C(=O)O (stereo unspecified)	-0.04	1398	3.3	3.3	8.0	-0.5%	-12%	-0.1	935	12	610	-0.87	-0.29	-0.89	0.61	i	36	i	-5
Clc1ccc2c(NNc3ccccc3Cl)ccnc2c1	0.33	1362	1.4	1.5	9.3	-2.0%	10%	11	1296	/	/	-0.3	-0.2	0.46	-0.15	i	19	i	-17
CC(=O)N(C)c1ccc(NS(=O)(=O)c2cc(Cl)ccc2Cl)cc1	/	/	5.1	2.2	11	0.2%	-8%	-0.1	1494	16	692	0.31	-0.2	-0.2	0.4	i	63	i	-13
Cc1cc(C(=O)COC(=O)c2ccc[nH]c2=O)c(C)n1CCc1ccc(F)cc1	0.2	1502	2.0	1.7	1.5	0.3%	-24%	-2.5	1126	2	620	0.17	-0.2	-0.031	-0.001	i	28	i	-5
Cc1cccc(-n2cc(C(=O)O)c(=O)cc2C)c1	0.45	1233	1.5	2.9	4.7	-1.2%	2%	-5.6	1120	12	699	-0.43	-0.19	-0.17	0.88	i	60	i	2
CCOc1ccc(C2C(C#N)=C(N)Oc3cc(C)n(CCN4CCOCC4)c(=O)c32)cc1OCC (stereo unspecified)	-0.1	1272	2.5	3.2	7.5	-3.2%	-1%	1.0	1183	-7	705	-0.2	-0.3	0.48	0.14	/	/	i	-7
CCS(=O)(=O)CCSc1nc2ccccc2s1	/	/	2.6	1.4	4.0	-0.1%	3%	-3.3	884	/	/	0.91	-0.15	0.63	-0.75	i	46	i	17
CCN(c1cccc(C)c1)S(=O)(=O)c1ccc(OC)c([N+](=O)[O-])c1	/	/	2.6	1.3	5.3	0.7%	1%	-0.5	985	-7	695	-0.59	-0.28	-0.19	0.62	i	22	i	-17
CCOC(=O)c1sc(NC(=O)CN(CC(C)C)CC(C)C)c(C(=O)OCC)c1C	-0.66	815	1.7	0.7	4.8	-2.9%	-8%	0.2	1109	-1	730	-0.076	0.053	0.3	-0.44	i	33	i	1
CCNc1nc(NCC)nc(Oc2ccc(C(=O)OC)cc2)n1	-0.68	995	/	/	/	/	-2%	0.2	1305	-1	736	0.029	-0.24	0.41	-0.1	i	50	/	/
Cn1c(=O)c2c(nc(N/N=C3\CCCc4ccccc43)n2Cc2ccc(F)cc2)n(C)c1=O	0.14	1415	3.2	1.7	0.7	-0.9%	6%	-1.8	959	4	656	0.3	-0.32	0.04	-0.17	i	31	i	1
CC(C)OC(=O)c1cccnc1SCc1cc(=O)n2ccccc2n1	0.71	1564	2.9	3.2	9.5	0.7%	4%	-6.9	921	/	/	1	-0.14	0.098	-0.35	i	4	i	2
CCc1cc(-c2[nH]ncc2-c2ccc3c(c2)OCO3)c(O)cc1O	/	/	4.4	5.8	14	-1.5%	2%	-0.3	909	6	733	-1.2	-0.21	-0.3	0.35	i	21	i	-7
CCOc1ccc(NC(=O)CSc2nc(C)cc(C)n2)cc1	-0.34	914	3.5	2.6	7.3	1.3%	-5%	-1.4	1144	-3	769	2.5	-0.19	1.3	-0.78	i	31	i	-2
Cc1ccc2cc(C(c3nnnn3Cc3ccccc3)N3CCN(c4ccccc4)CC3)c(=O)[nH]c2c1 (stereo unspecified)	-0.51	1358	5.4	2.1	5.1	0.7%	9%	-4.8	1207	-2	772	-0.34	-0.4	0.13	0.43	i	54	i	-5
Cn1c(Cn2nnc3ccccc32)nnc1SCC(=O)N1c2ccccc2CCc2ccccc21	-0.47	1177	6.2	2.6	5.9	4.6%	2%	-4.6	990	/	/	3.1	0.009	2.3	-0.52	i	16	i	10
CCOC(=O)c1sc2nc(C)nc(SCC(=O)NC3CCS(=O)(=O)C3)c2c1C (stereo unspecified)	-0.35	1261	2.9	3.0	6.1	-1.5%	-3%	-0.9	1124	-1	717	1.5	-0.012	0.99	-1.3	i	41	i	18
COC(=O)c1ccc(COc2ccc(/C=N/Nc3cccc(C(=O)O)c3)cc2)cc1	-0.33	1164	/	/	/	/	0%	1.2	1331	12	764	-0.15	-0.26	-0.041	0.36	i	26	/	/
COC(=O)NCC(C)OC(=O)Nc1ccc(Cl)cc1 (stereo unspecified)	-0.72	1616	2.8	2.1	6.2	0.1%	12%	-0.4	1591	-11	688	1.9	0.31	1.7	-2.5	i	47	i	13
Cc1cc(C)c(S(=O)(=O)Nc2cccc(/C=C/C(=O)O)c2)c(C)c1	-0.24	1281	2.7	2.3	10	1.7%	-17%	/	/	-3	630	-0.56	-0.24	-0.099	1.1	i	52	i	-6
Cc1ccc(C)c2[nH]c(=O)c(CCNC(=O)C(C)C)cc12	-0.79	1788	/	/	/	-2.0%	/	0.9	1057	6	718	/	/	/	/	/	/	/	/
CC(CCc1ccccc1)NC(=O)C(=O)NCCO (stereo unspecified)	-0.51	1602	2.8	1.9	0.4	-1.7%	1%	2.4	1365	/	/	-0.61	1.2	0.36	0.052	i	37	i	14
COc1cccc(C(=O)NNC(=O)CCC(=O)O)c1	-0.46	1017	/	/	/	/	-4%	-0.8	1290	1	703	-0.27	-0.21	0.39	-0.39	i	37	/	/
O=C(CSc1nnc(-c2cccs2)n1-c1ccccc1)Nc1ccccc1	1.7	1325	3.1	1.6	7.4	1.2%	-4%	-0.3	867	/	/	-1.1	-0.31	-0.42	-0.18	i	44	i	1
Cn1c(NC(=O)c2cccc(Cn3cc(Cl)cn3)c2)nc2ccccc21	0.25	1217	3.4	1.8	4.9	-0.3%	2%	0.2	1144	0	696	0.81	-0.25	0.39	-0.0033	i	22	i	-6
C=CCSc1nc2c(c(=O)n(C)c(=O)n2C)n1CC	-1.1	1327	1.4	2.0	11	0.0%	18%	-3.0	1206	3	793	-0.0088	-0.19	-0.022	0.54	i	57	i	-16
COC(=O)c1sc(-c2ccc(Cl)cc2)cc1N	-0.37	1399	/	/	/	/	-1%	-0.3	1158	1	726	-0.29	-0.23	-0.17	0.021	i	24	/	/
CCN(CC)S(=O)(=O)c1cccc(C(=O)N[C@H](C(=O)O)C(C)C)c1	?	/	0.7	1.5	16	-1.2%	18%	/	/	1	812	-0.0045	-0.21	-0.27	0.42	i	60	i	2
CCN1CCN(c2c(C(=O)c3ccc(OC)cc3)cnc3ccccc23)CC1	0.18	1040	10	1.8	8.2	0.9%	-3%	-1.4	1039	3	688	-0.24	-0.37	0.13	0.67	/	/	i	4
Cc1nn(C)c(N)c1-c1ccccc1	-0.26	1181	4.0	2.1	7.7	-0.8%	7%	-0.3	1052	10	746	-0.38	-0.13	-0.18	-0.024	i	32	i	20
Cc1cnnc2c1-c1nonc1CC2	1.4	1632	2.1	2.3	18	1.6%	12%	-1.0	1052	-40	681	0.54	-0.28	0.28	0.48	i	45	i	-1
